# ASAP1 inh: ASAP1 ArfGAP inhibition; 360,000 tested, 0.19% active; inhibition, % at 16.5 µM; ASAP1-stimulated ARF1 GTP hydrolysis, GDP FP detection; Q9ULH1; in the data active means inhibition above about 25%;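 further: 0% = vehicle with enzyme and substrate and 100% = no enzyme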
# Target sequence (Q9ULH1 325-724 limits assumed): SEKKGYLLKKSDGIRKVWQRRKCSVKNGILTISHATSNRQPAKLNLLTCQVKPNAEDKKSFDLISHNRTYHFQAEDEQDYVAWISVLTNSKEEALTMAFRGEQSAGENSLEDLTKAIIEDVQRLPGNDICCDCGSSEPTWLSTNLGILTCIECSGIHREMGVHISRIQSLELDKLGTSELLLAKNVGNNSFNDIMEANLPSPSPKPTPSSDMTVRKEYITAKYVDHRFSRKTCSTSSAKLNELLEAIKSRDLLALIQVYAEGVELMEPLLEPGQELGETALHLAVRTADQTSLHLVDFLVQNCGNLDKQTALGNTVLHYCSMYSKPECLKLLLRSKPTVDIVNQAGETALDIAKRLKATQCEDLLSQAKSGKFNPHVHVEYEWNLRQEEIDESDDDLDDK
# ADAM10 inh: inhibitors of human ADAM10 | O14672 | recombinant ADAM10, EDANS/DABCYL FRET peptide cleavage, 3 h | inhibition, % at 7 µM | 370,000 tested, 0.62% active;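 active means inhibition above a per-campaign cutoff equal to the mean of compounds falling between control-based bounds plus 3 SD, cut at about 20% in these data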;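 further: 0% = DMSO wells while the 100% control is not disclosed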
# rCAG binder: r(CAG) repeat RNA binding; TO-PRO-1 dye displacement fluorescence; inhibition, % at 3 µM; 370,000 tested, 1.3% active;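 active means inhibition above the plate cutoff, the mean of all test compounds on that plate plus 3 SD, cut at about 35% in these data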;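 further: 0% = DMSO alone and 100% = 100 µM mitoxantrone as full dye displacement; higher means more dye released from RNA so lower well fluorescence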
# Tn6 DDE FP: DD(E)-Tn6 binding inhibition, primary FP screen. 370,000 tested, 0.21% active. inhibition, % at 8.3 µM. P02675. Fibrin DD(E) TRITC-Tn6 fluorescence polarization displacement;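 active means inhibition above a per-campaign cutoff: mean of compounds within control limits plus 3 SD, cut at about 15% in these data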;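 further: 0% = median of all compound wells on the plate and 100% = blocking peptide control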
# Target sequence (P02675 whole entry, looked up): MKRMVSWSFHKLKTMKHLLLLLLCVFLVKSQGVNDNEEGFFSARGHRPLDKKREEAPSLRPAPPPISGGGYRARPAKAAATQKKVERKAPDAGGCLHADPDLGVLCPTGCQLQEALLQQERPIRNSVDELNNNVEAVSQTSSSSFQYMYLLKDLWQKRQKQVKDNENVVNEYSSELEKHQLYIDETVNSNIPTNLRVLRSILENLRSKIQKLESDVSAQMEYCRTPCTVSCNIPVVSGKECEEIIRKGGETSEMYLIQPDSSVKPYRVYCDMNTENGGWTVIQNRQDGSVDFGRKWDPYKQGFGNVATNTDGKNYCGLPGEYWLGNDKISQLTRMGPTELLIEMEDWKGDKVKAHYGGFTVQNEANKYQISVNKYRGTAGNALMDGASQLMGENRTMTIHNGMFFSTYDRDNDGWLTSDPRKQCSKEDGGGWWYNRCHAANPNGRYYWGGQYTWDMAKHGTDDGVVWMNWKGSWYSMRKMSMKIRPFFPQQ
# GC-B act: GC-B (human) receptor activation. HEK293-GC-B cells, CNP EC30, cGMP TR-FRET; 0% at EC30 CNP, 100% saturating CNP. 370,000 tested, 0.11% active. AID 1920062. activation, % at 10 µM. P20594;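 active means activation at 10 µM reaching about 35% in either raw or pattern-adjusted values, limit read from the data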
# sPLA2-III inh: Inhibits HGIII-sPLA2 liposome hydrolysis, primary screen; QFRET BODIPY PC-A2 liposome hydrolysis, fluorescence; inhibition, % at 12.2 µM; 370,000 tested, 0.56% active;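 active means inhibition above mean plus 3 SD of compounds lying within the high and low control bounds, cut at about 19% in these data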;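 further: 0% = median of test compound wells and 100% = no enzyme DMSO wells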
# GC-A act: GC-A (human) enzyme activation; activation, % at 10 µM; HEK293 GC-A cells, cGMP TR-FRET, EC30 ANP; 0% at EC30 ANP, 100% saturating ANP; 370,000 tested, 0.14% active; AID 1671463; P16066; in the data active means activation above about 40%
# ARFGAP1 inhibitor: inhibitors of rat ARFGAP1; Arfgap1-stimulated ARF1 GTP hydrolysis, GDP FP detection; inhibition, % at 16.5 µM; Q62848; 360,000 tested, 0.26% active;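 active means inhibition above a per-plate limit, mean inhibition of low control wells plus 3 SD, cut at about 25% in these data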;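 further: 0% = DMSO wells with enzyme and 100% = wells lacking Arfgap1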
# Target sequence (Q62848 1-136 limits assumed): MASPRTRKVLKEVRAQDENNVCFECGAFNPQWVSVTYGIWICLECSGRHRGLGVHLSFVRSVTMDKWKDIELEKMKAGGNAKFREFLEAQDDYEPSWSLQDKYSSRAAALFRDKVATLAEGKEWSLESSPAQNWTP
#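 Material: truncated rat Arfgap1 GAP domain; Incubation: compound-enzyme preincubation 20 min, reaction 120 min, detection 60 min, 25 °C; Read-out: percent inhibition of Arfgap1-stimulated GTP hydrolysis; Technique: FP, GDP Alexa 633 tracer displaced from anti-GDP antibody, 620/688 nm; Controls: No-Arfgap1 wells (100%) versus DMSO full-reaction wells (0%); Replication: single well per compound.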
# FXN GAA850 act: activators of GAA850 frataxin (FXN) promoter; HEK293 lucGAA850 FXN promoter luciferase reporter, 24 h; percent of 10 µM SAHA response; activation, % at 6 µM; 360,000 tested, 0.56% active;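 active means activation above the average of all compounds screened plus 3 SD, cutoff fixed separately per campaign, cut at about 7.5% in these data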;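 further: 0% = DMSO wells and 100% = 10 µM SAHA wells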
# KLK7 zymogen act: activates the human kallikrein-7 zymogen; P49862; purified proKLK7, EDANS-DABCYL substrate fluorescence; 100% is mature enzyme control, 0% vehicle; activation, % at 7 µM; 370,000 tested, 0.9% active;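 active means activation above the mean of all tested compounds plus 3 SD, computed per campaign excluding outliers beyond control limits, cut at about 13% in these data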
# An asterisk follows results filed as active; i = inactive; . = no result given.
SMILES | ASAP1 inh | ADAM10 inh | rCAG binder | Tn6 DDE FP | GC-B act | sPLA2-III inh | GC-A act | ARFGAP1 inhibitor | FXN GAA850 act | KLK7 zymogen act
COc1ccc(NC(=O)Cn2c(=O)oc3ccccc32)cc1 | 2 | 4 | -2 | 5 | 0 | -4 | 4 | -3 | 0.0 | 0.1
CCCNC(=O)c1cc(C2CCCCN2C(=O)OC)on1 (stereo not given) | -13 | -2 | 2 | 0 | 2 | -2 | -1 | -3 | 1.7 | 0.3
CC(=O)N[C@@H]1C=C[C@@H](CC(=O)NCc2ccc(Cl)cc2)O[C@@H]1CO | -5 | -14 | -1 | 4 | 0 | 17 | 3 | 1 | . | -0.3
CCN(Cc1ccncc1)C(=O)CCc1nnc(CCc2ccccc2OC)o1 | -6 | 6 | -10 | 5 | -1 | 2 | 4 | -13 | 1.4 | 0.1
C#CCNC(=O)c1cccn1-c1ncc(C(F)(F)F)cc1Cl | -7 | -7 | -2 | -4 | 4 | 10 | -4 | 14 | 1.2 | 0.7
O=C(NNC(=O)c1cccnc1SCc1cccc([N+](=O)[O-])c1)c1ccccn1 | -1 | 3 | 6 | 0 | -1 | -10 | 5 | 7 | -6.7 | 0.6
COc1ccccc1N1C(=O)C2C(C(=O)c3ccccc3)=NN(c3ccccc3OC)C2C1=O (stereo not given) | 12 | 0 | 0 | -1 | -4 | -9 | 6 | -3 | 0.2 | -15
O=C(CSc1nccc(-c2cccs2)n1)Nc1ccccc1 | -11 | 1 | 0 | 1 | -4 | -1 | 0 | -2 | -1.0 | 0.6
CCC1=NN(C(=O)Cc2ccc(OC)cc2)C(O)(C(F)(F)F)C1 (stereo not given) | -2 | -7 | -8 | 2 | 4 | 3 | 0 | 7 | -0.9 | -0.4
O=C(N/N=C/c1cccc(Br)c1)c1ccc(Br)cc1 | 11 | 1 | 0 | 2 | -4 | -1 | -4 | 23 | 4.2 | -0.5
CC(=O)c1ccc(NC(=O)c2cc(CC(C)C)nc3ccccc23)cc1 | -1 | -3 | -3 | -7 | 0 | 5 | 4 | 1 | 1.9 | 0.1
C=CCN1C(=O)CS/C1=N/c1nccs1 | -8 | 0 | 3 | 3 | 6 | -30 | 1 | 0 | 1.0 | -0.7
CCCn1c(N)c(C(=O)CSc2nnc(Cc3cccs3)n2C2CC2)c(=O)[nH]c1=O | 6 | -10 | 2 | 0 | -4 | 2 | -3 | 2 | -0.5 | -0.7
O=C(CN1C(=O)C2(OCCCO2)c2ccccc21)NCc1ccccc1Cl | . | -10 | -1 | -5 | 0 | 2 | 0 | . | . | 0.0
CCc1cc(-c2n[nH]c(=S)n2C(C)c2ccccc2)cs1 (stereo not given) | 6 | 1 | 2 | -6 | 4 | 8 | 2 | 8 | 0.1 | 0.3
COc1ccc(-n2cc(-c3ccc(OC(F)F)cc3)[n+]3c2CCCCC3)cc1 | 10 | -2 | -1 | -4 | 4 | 1 | 3 | -1 | 0.8 | 0.3
CC(C)C1S/C(=N/N=C/c2ccco2)NC1=O (stereo not given) | 3 | 2 | 2 | 3 | 2 | -3 | 1 | 3 | -0.9 | 0.6
Cc1ccc(C(=O)NNC(=O)c2ccc3ccccc3c2)cc1 | -9 | -1 | 2 | -3 | -1 | 1 | 2 | -10 | 5.1 | 0.1
CCOc1ccc(N=C2NC(=O)S/C2=C\c2ccc(O)cc2)cc1 | -8 | 7 | 12 | -3 | -1 | -28 | 0 | 2 | -1.4 | 0.0
O=[N+]([O-])c1ccccc1S(=O)(=O)NC1CCCCCCC1 | 3 | 1 | -2 | 10 | 6 | 0 | -2 | -3 | 0.4 | -0.4
COc1ccc2[nH]c(=O)c(CN(C)C(=O)c3cccs3)cc2c1 | 2 | -155 | -4 | -12 | 1 | 5 | -3 | 2 | 1.7 | 2.3
CC1CN(CCCCOc2ccc3ccccc3c2)CC(C)O1 (stereo not given) | -3 | 2 | -3 | 4 | 1 | 3 | -1 | 0 | 0.6 | -0.9
O=C(Cc1ccccc1)NCCS(=O)(=O)N1CCN(c2ccccc2)CC1 | -9 | 0 | -4 | 2 | -2 | -6 | -1 | -5 | -0.3 | 0.7
Cc1[nH]nc2c1C(c1cccc(C(F)(F)F)c1)NC2=O (stereo not given) | 3 | -10 | 2 | 0 | 5 | -2 | 2 | 1 | . | -0.5
O=C(Nc1nc(-c2ccccn2)cs1)C1COc2ccccc2O1 (stereo not given) | 4 | -1 | 4 | -3 | 4 | -6 | 6 | 3 | -4.3 | 0.0
CCN(CC)C(=O)Oc1cc(=O)n2c3c(cccc13)CCC2 | -4 | -17 | -1 | -2 | -1 | -4 | 3 | 10 | 5.4 | 0.2
COc1ccc(N2CCN(C3CCCN(Cc4ccc(F)cc4)C3)CC2)cc1 (stereo not given) | 3 | -1 | -10 | -2 | 0 | 1 | -3 | -10 | 1.0 | -0.1
O=C(CCNC(=O)c1ccco1)Nc1nc(-c2ccccc2)cs1 | -13 | -21 | 4 | 1 | -2 | 4 | 27 | -1 | 1.9 | -0.1
O=C(Nc1ccc(S(=O)(=O)Nc2nccs2)cc1)c1ccc(S(=O)(=O)N2CCOCC2)cc1 | 4 | -10 | 22 | 1 | 1 | -14 | -1 | 1 | 0.9 | 0.1
COc1cc2c(OC)cccc2cc1C(=O)O | 11 | -406 | -2 | 4 | -1 | 1 | 2 | -4 | 0.7 | 18*

# By substructure, the compounds so far containing fluorine.
SMILES | ASAP1 inh | ADAM10 inh | rCAG binder | Tn6 DDE FP | GC-B act | sPLA2-III inh | GC-A act | ARFGAP1 inhibitor | FXN GAA850 act | KLK7 zymogen act
C#CCNC(=O)c1cccn1-c1ncc(C(F)(F)F)cc1Cl | -7 | -7 | -2 | -4 | 4 | 10 | -4 | 14 | 1.2 | 0.7
CCC1=NN(C(=O)Cc2ccc(OC)cc2)C(O)(C(F)(F)F)C1 (stereo not given) | -2 | -7 | -8 | 2 | 4 | 3 | 0 | 7 | -0.9 | -0.4
COc1ccc(-n2cc(-c3ccc(OC(F)F)cc3)[n+]3c2CCCCC3)cc1 | 10 | -2 | -1 | -4 | 4 | 1 | 3 | -1 | 0.8 | 0.3
Cc1[nH]nc2c1C(c1cccc(C(F)(F)F)c1)NC2=O (stereo not given) | 3 | -10 | 2 | 0 | 5 | -2 | 2 | 1 | . | -0.5
COc1ccc(N2CCN(C3CCCN(Cc4ccc(F)cc4)C3)CC2)cc1 (stereo not given) | 3 | -1 | -10 | -2 | 0 | 1 | -3 | -10 | 1.0 | -0.1

# The results go on.
# Results follow in this order: ASAP1 inh, ADAM10 inh, rCAG binder, Tn6 DDE FP, GC-B act, sPLA2-III inh, GC-A act, ARFGAP1 inhibitor, FXN GAA850 act, KLK7 zymogen act
CCc1ccc(N2CC(C(=O)N/N=C/c3ccccc3)CC2=O)cc1 (stereo not given)
  3, -3, 2, 1, -4, -9, 3, 2, 1.1, 0.4
C=CCn1c(=NC(=O)c2ccc(S(=O)(=O)N3CCCc4ccccc43)cc2)sc2cc(S(N)(=O)=O)ccc21
  1, -10, 16, -8, 0, -7, 1, 8, 1.5, -2.7
CC1(C(=O)Nc2cccc(Oc3ccccc3)c2)CCN1Cc1ccccc1OC(F)F (stereo not given)
  -8, 6, 5, 4, 5, -5, 4, 20, 1.0, -0.1
Cc1ccc(C(=O)N2CCC(C)CC2)cc1NC1=NC2CS(=O)(=O)CC2S1 (stereo not given)
  6, -8, 0, -6, 2, 2, 0, 15, -1.4, 0.4
CSc1oc(-c2cccs2)nc1S(=O)(=O)c1ccccc1
  -5, 1, 4, -9, 3, -4, -4, -8, 1.4, 1.1
C=CCN1[C@H](Cc2ccccc2)COc2cc(F)ccc2S1(=O)=O
  ., 3, -3, -1, -6, -7, 1, ., ., -0.7
N#C/C(=N/Nc1ccc(OC(F)(F)F)cc1)C(N)=S
  -3, 4, 15, 4, 3, -8, 18, -9, -8.8, 0.4
CCOC(=O)c1cnc(SCC(=O)NNC(=O)c2ccco2)nc1N
  4, -14, -3, -8, 0, 10, 1, -14, -0.9, -0.5
CN(C)CCCC1(O)c2ccccc2C=Cc2ccccc21
  -7, -7, 0, 6, -21, -3, -20, -1, -1.5, -0.1
CSCCC(NC(=O)c1ccoc1C)C(=O)O (stereo not given)
  4, -3, 3, -7, 2, 1, 4, 1, -1.9, -0.3
CCc1ccc(NC(=O)CSC2=C(C#N)C(c3ccco3)C3=C(CCCC3=O)N2)cc1 (stereo not given)
  -4, 1, 5, -4, -8, -26, -7, -4, 0.7, -0.3
COc1ccc(C(=O)C(C)Sc2nnc(C3CC3)n2C2CC2)cc1 (stereo not given)
  4, -17, 0, 4, -3, 14, 1, -13, -1.9, -0.4
CCc1ccc(-n2c(=S)sc3c(=O)n(-c4ccccc4OC)c(=S)[nH]c32)cc1
  -6, 2, 9, 1, 0, 3, -3, 4, -0.8, 0.3
O=C(NNC1=NCCCCC1)Nc1ccc(Cl)cc1
  0, -3, 1, 9, 3, -2, -2, 6, 3.2, -0.1
Cc1ccc(NC(=O)CNC2CCCCC2)cc1Cl
  15, 6, -5, 2, 7, 16, 0, 12, 3.1, -0.4
O=C(Nc1ccc(F)cc1F)c1cc(-c2ccco2)nc2ccccc12
  4, -429, 12, -2, 2, 4, 2, 6, -0.5, -88
CCC1CCc2c(sc(NC(=O)C3CC=CCC3C(=O)O)c2C#N)C1 (stereo not given)
  -6, 1, 59*, 5, 1, -27, 0, -5, 1.0, -0.8
CCOC(=O)c1ccc(NC(=O)c2ccc3c(c2)C(=O)N(Cc2cccnc2)C3=O)cc1
  5, -2, 2, -1, 1, 1, 4, 14, -1.5, 0.1
COc1ccc(NC(=O)N2CCN(c3cccc(C(F)(F)F)c3)CC2)cc1
  -3, 0, -7, -3, -7, -1, 0, -11, -2.1, 0.3
N#Cc1cccc(S(=O)(=O)NCC(=O)OCC(=O)c2ccc[nH]2)c1
  10, 0, 2, 1, -12, -2, 4, -5, 0.0, 0.1
N#CCCN1CCC(N)=NC1=NC#N
  1, -2, 1, 2, 0, 5, 4, 9, ., 0.3
COc1ccc([C@H]2CC(=O)C=C(c3cc(C)ccc3OC)C2)cc1
  1, 1, -3, -3, -5, -7, -2, -1, -4.9, -0.1
CC(C)n1cc(/C=C(\C#N)S(=O)(=O)c2ccccc2)c2ccccc21
  5, -4, 7, -8, 51*, -11, 37, 2, 1.7, -14
Clc1cc(Br)ccc1OCCN1CCOCC1
  -5, 0, -4, -1, 2, 3, 2, 1, 0.5, -0.7
Cc1cc2cc(CNC(=O)c3cccc([N+](=O)[O-])c3)ccc2n1C
  -3, -15, 12, 53*, 4, -2, 4, 8, 3.5, -0.2
Fc1ccc(N2N=C(c3cccs3)CC2c2ccccc2)cc1 (stereo not given)
  1, i, 6, 1, -1, 6, 7, -8, 3.0, -296
CC1CCN(S(=O)(=O)c2ccc3ncn(CC(=O)N(C)Cc4ccccc4)c(=O)c3c2)CC1
  5, -1, 0, 3, 1, -3, -3, 9, 1.5, -0.4
O=C(CSc1nc2ccc(F)cc2c(=O)n1-c1ccccc1)Nc1ccc2c(c1)CCC2
  2, -23, 3, -1, 2, 15, 0, 3, -0.8, 0.8
O=C(CSc1nnc(-c2ccccn2)o1)Nc1cccc(Cl)c1
  2, -5, 1, -2, -3, -4, -7, -3, 1.7, -0.1
